Screens (PubChem BioAssay)
NSD2 HMT inh: blocks human histone methyltransferase NSD2 | O96028 | NSD2 peptide methylation, AlphaScreen, 120 min | inhibition, % at 12.5 µM | 310,000 compounds, 0.54% hits | AID 743445; in the data active = inhibition above about 50%
* marks the source's active call; other numbers are inactive results. These rows are one share of the data; rates above refer to the full screens.

molecule | NSD2 HMT inh
COc1ccc(CC2CCN(c3ncnc4sccc34)CC2)cc1 | -2.6
Cc1cccc2c1NC(=O)C21N2CCCC2C(C(=O)c2ccc3ccccc3c2)C12C(=O)Nc1ccccc12 (centres undefined) | -5.3
O=C(CSc1nnc(-c2cccnc2)n1Cc1ccco1)Nc1ccc(Cl)c(Cl)c1 | -0.8
c1coc(-c2nnc3n2N=C(c2ccc4ccccc4c2)CS3)c1 | -7.2
CC(/C=N\NC(=O)CSc1nnc(-c2ccc(Br)cc2)n1-c1ccccc1)=C\c1ccco1 | 1.4
COc1ccc(NC(=O)CSc2nnc(-c3n[nH]c4c3CCC4)n2N)cc1 | -1.5
S=c1[nH]nc(-c2cc(-c3ccccc3)n[nH]2)n1N=Cc1cccc(Oc2ccccc2)c1 | 1.8
Cc1cccc(N(CC(=O)NCCSc2nc3ccccc3s2)S(=O)(=O)c2ccccc2)c1 | -0.6

Part of the list above, with the structure last:
NSD2 HMT inh	Molecule
-0.8	O=C(CSc1nnc(-c2cccnc2)n1Cc1ccco1)Nc1ccc(Cl)c(Cl)c1
-5.3	Cc1cccc2c1NC(=O)C21N2CCCC2C(C(=O)c2ccc3ccccc3c2)C12C(=O)Nc1ccccc12 (centres undefined)
-0.6	Cc1cccc(N(CC(=O)NCCSc2nc3ccccc3s2)S(=O)(=O)c2ccccc2)c1
-2.6	COc1ccc(CC2CCN(c3ncnc4sccc34)CC2)cc1
1.4	CC(/C=N\NC(=O)CSc1nnc(-c2ccc(Br)cc2)n1-c1ccccc1)=C\c1ccco1

Other records
molecule | NSD2 HMT inh
CC1(C)CC(=O)N(CC(=O)N2CCN(c3ccc(F)cc3)CC2)c2ccccc2S1(=O)=O | 10.0
CC(C)c1ccc(NC(=O)CSc2nc3c(c(=O)[nH]2)CCC3)cc1 | -1.8
C(=C\c1ccccc1)/CSc1nnc(COc2ccccc2)n1Cc1ccco1 | -3.9
CCOc1ccc(-n2c(SCC(=O)Nc3ccccc3-c3ccccc3)nnc2-c2ccncc2)cc1 | 3.2
O=C1CC(c2ccc3c(c2)OCO3)N=C2N(Cc3ccc4c(c3)OCO4)C/C(=C/c3ccccc3)N12 (centres undefined) | -2.3
Cc1cccc(-n2c(N)cc(=O)nc2SC(C)C(=O)NC2CCCCC2)c1 (centres undefined) | -0.7
CCC[C@H]1[C@@H](NC(=O)C2CCCCC2)CC[C@@]23CCCN2C(=O)CCC[C@@H]13 | -1.8
COc1ccc(C=Nn2c(-c3ccccc3F)n[nH]c2=S)cc1OCc1ccccc1 | 7.1
O=C(COC(=O)CC(c1ccccc1)c1ccccc1)Nc1ccc(F)c(F)c1 | -2.5
Clc1ccc(-n2c(SCc3cccc4ccccc34)nnc2-c2cccnc2)cc1 | 3.2
C/C(=N\NC(=O)CSc1nnc(-c2ccccc2)n1-c1ccc(C)cc1)c1ccc(-c2ccccc2)cc1 | -7.9
Cc1c(N(C)S(=O)(=O)c2cccc(C(=O)NCc3cccnc3)c2)c(=O)n(-c2ccccc2)n1C | -2.1
C(=N\Nc1nncc2ccccc12)/c1cccnc1 | 1.0
COc1ccc(Cl)cc1S(=O)(=O)N1CCN(C(=O)CSc2nc3ccccc3nc2N2CCCC2)CC1 | -9.3
CCOC(=O)C(CC)c1cc2n(c(=O)c1C#N)CCC21OCCO1 (centres undefined) | 5.8
O=C(OCc1cn(Cc2ccc(C(F)(F)F)cc2)nn1)N1CCOCC1 | 3.4
O=C(Cc1cccc2ccccc12)NC1CCCCCC1 | -1.9
CCn1c(SCC(=O)NCc2ccco2)nnc1-c1ccncc1 | 4.7
Nn1c(SCc2c(Cl)cccc2Cl)nnc1-c1n[nH]c2c1CCC2 | -0.2
CS(=O)(=O)N1C[C@]2(c3ccccc3)CC1Cc1ccccc12 | -1.3
COc1ccc2[nH]c(=O)c(CN(Cc3cccs3)C(=S)Nc3ccccc3)cc2c1 | -0.1
CCCC1CCC2(CC1)CCC2OC(=O)Nc1ccccc1OC (centres undefined) | -8.3
Cc1ccc(-c2nnc(SCC(=O)Nc3ccc(Oc4ccccc4)cc3)n2-c2ccc(Cl)cc2)cc1 | -1.0
CC1(C(=O)NCc2ccco2)Cc2c(-c3ccc(C(N)=O)cc3)ccnc2O1 (centres undefined) | -3.5
CCn1c2ccccc2c2cc(C=Nn3c(-c4ccccc4C)n[nH]c3=S)ccc21 | -0.2
CC1CCN(c2c3c(nc4ncnn24)CCCC3)CC1 | -1.4
Cc1cc2c(OCC(CNC(C)(C)C)OC(=O)c3ccccc3)cccc2[nH]1 (centres undefined) | 10.4
CCN(CC)c1ccc2c(Cl)cc(=O)oc2c1 | 1.1
Cc1ccc(NC(=O)CSc2nc(C)cc(=O)[nH]2)c(C)c1 | 0.3
Cc1ccc(C(=O)COC(=O)c2cnccn2)cc1C | -2.2
O=C(Nc1ccc(F)cc1)OCc1cn(Cc2cccc(F)c2)nn1 | -0.7
CCCCn1c(-c2csc3c2CCCC3)n[nH]c1=S | 4.4
O=C(Nc1cccc(F)c1)c1ccc(-c2cccnc2)c2ccoc12 | -3.3
CCCOc1ccc(/C(O)=C2/C(=O)C(=O)N(CCOC)C2c2cccnc2)cc1 (centres undefined) | -1.1
O=C(Nc1cc(Cl)ccc1F)C1CCCN1S(=O)(=O)c1cccc2cccnc12 (centres undefined) | 0.4
Fc1ccc2[nH]c3c(N4CCN(C5CCCCC5)CC4)ncnc3c2c1 | -0.5
CNC(=O)OCc1ncn(-c2ccccc2)c1COC(=O)NC | 0.4
Cc1ccccc1NC(=O)CSc1nccn1Cc1ccco1 | -3.4
CCN(CC)CCCNC(=O)c1oc(=O)c2ccccc2c1-c1ccc(C)cc1 | 24.0
Cn1c(SCC(=O)Nc2ccc(C(=O)O)cc2)nnc1-c1ccccn1 | -1.0
CC1(C)CC(=O)C=C(Nc2ccccc2NC(=O)c2cc(F)ccc2F)C1 | 5.0
O=S(=O)(c1cccs1)N1CCC(c2cn3ccccc3n2)CC1 | 4.1
Cc1ccc(-n2c(SCC(=O)Nc3ccc(OCc4ccccc4)cc3)nnc2-c2ccco2)cc1 | -1.5
COc1ccccc1CNC(=O)N(CCc1c(C)[nH]c2ccccc12)Cc1cccs1 | 6.6
CC(=O)N1CCc2cc(S(=O)(=O)NCCC(=O)N(C)C3CCCCC3)ccc21 | -7.3
Cc1cc(C)nc(NC(=S)N2CCN(c3ncc(C(F)(F)F)cc3Cl)CC2)c1 | 0.6
COc1ccc(-n2c(N)cc(=O)[nH]c2=O)cc1 | 1.2
Cc1ccc(S(=O)(=O)N2c3ccccc3C[C@H]2CCC(=O)c2ccccc2)cc1 | 22.0
CCCCC(=O)N(C)c1c(CC)nc2c(OCC=C(C)C)cccn12 | 4.5
N#CC(C#N)=C1C=C2C=C(N3CCCCC3)CCC2CC1 (centres undefined) | -10.0
Cc1ccccc1CNC(=O)C1C2C=CC3(CN(Cc4ccccc4)C(=O)C13)O2 (centres undefined) | -1.4
Cc1ccccc1NC(=O)Cn1nnc(-c2ccncc2)n1 | 4.5
COc1cccc(N2CCN(c3ncnc4c3[nH]c3ccccc34)CC2C)c1 (centres undefined) | -0.9
CC(=O)/C=C/n1c(=S)oc2ccccc21 | 3.3
CC(C)(C)N(NC(=O)Nc1cccc(F)c1)C(=O)c1ccccc1Cl | -1.7
O=C(c1ccc(F)cc1Cl)N1CCCC(c2nc(-c3cccs3)no2)C1 (centres undefined) | -2.9

(further entries)
molecule | NSD2 HMT inh
COc1cccc(-c2cc(NC=O)c3ncc(-c4ccc(C(C)=O)cc4)n3c2)c1 | 2.9
COc1ccccc1CNc1nc2cc(-c3ccsc3)sc2c(=O)n1C | -0.9
CCNC(=O)C1(C)CCCN(CCOc2ccc(Cl)cc2)C1 (centres undefined) | 7.3
O=C(OCC#CCSc1nnc(-c2cccc3ccccc23)o1)c1cccc(F)c1 | -2.8
COc1cc(NC(=O)c2ccccc2)c(C)cc1NC(=O)CSc1nnc(-c2ccccc2F)n1-c1ccc(C)cc1 | 0.2
CCN(CC)c1ccc(C=Nn2c(-c3cc(C)[nH]n3)n[nH]c2=S)cc1 | 9.7
CCCCNC(=O)NCCCN1CCN(c2ccc(F)cc2)CC1 | 3.6
CCC(C)N(c1nc(C)nc2c1nnn2Cc1ccccc1)C(C)CC (centres undefined) | -3.4
COc1ccc(OC)c(S(=O)(=O)N2CCCCC2C(=O)N2CCN(c3ccc(F)cc3)CC2)c1 (centres undefined) | 0.7
O=S(=O)(c1ccccc1)N1CCN(S(=O)(=O)c2ccc3c(c2)OCCO3)CC1 | -0.9
CCCCN1C(=O)C(=O)c2cc(C)ccc21 | 10.6
COc1ccc(-n2c(SCC(=O)Nc3ccc(C)c(Cl)c3)nc3ccccc3c2=O)cc1 | 5.5
CC1(C(=O)NS(=O)(=O)C2CC2)CCCN(C(=O)COc2ccccc2)C1 (centres undefined) | 4.3
Cc1ccc(C)c(N2CCN(S(=O)(=O)c3ccc4c(c3)CCC(=O)N4)CC2)c1 | 1.2
CCOc1ccc(-n2c(SCC(=O)N3CCCC3)nc3ccccc3c2=O)cc1 | 0.8
Cc1ccccc1CS(=O)(=O)Cc1ccc(C(=O)Nc2ccc(F)cc2)o1 | -21.9
O=c1[nH]cnc2nn(C3OC(CO)C(O)C3O)nc12 (centres undefined) | -2.3
C=CCN1C(=O)N/C(=C/c2ccc(N3CCOCC3)o2)C1=O | 16.1
COc1nc(OC)nc(N2CCC(C(=O)N(C)Cc3ccco3)CC2)n1 | -7.0
COCCNC(=O)C1CCCN(Cc2ccccc2-c2ccccc2)CC1 (centres undefined) | 7.2
COc1ccc(CSc2nnc(SCC(=O)Nc3ccc4c(c3)OCO4)s2)cc1 | -2.9
Cc1cc(C)cc(N(CC(=O)NC2CCC(C)CC2)S(=O)(=O)c2ccc(Br)s2)c1 (centres undefined) | 0.8
Cc1cc(NNC(=O)Nc2cccc(Cl)c2)nc2c1c(C)nn2C | 1.9
COc1ccc(-n2c(COc3ccccc3)nnc2SCC(=O)Nc2ccccc2-c2ccccc2)cc1 | -4.5
CC1CCCN(CCCNS(=O)(=O)c2cc3c(cc2Br)CCN3C(=O)C2CC2)C1 (centres undefined) | -3.7
O=C(C1CCCN(S(=O)(=O)c2ccc(F)cc2)C1)N1CCN(Cc2ccccc2)CC1 (centres undefined) | 3.1
CC(C)NC(=O)C1CCN(c2cncnc2)CC1 | 0.4
O=C(CSc1nnnn1-c1cccc(Cl)c1)Nc1ccc2c(c1)CCC2 | -0.4
CC(=O)Nc1sc2c(c1-c1nc3ccccc3s1)CCN(C(C)=O)C2 | -2.7
COc1ccc(C2CC(=O)C(C(c3ccc(O)cc3)C3C(=O)CC(c4ccc(OC)cc4)CC3=O)C(=O)C2)cc1 (centres undefined) | 0.3
CC1(C)CC(=O)N(CC(=O)N2CCN(c3cccc(C(F)(F)F)c3)CC2)c2ccccc2S1(=O)=O | 12.8
COc1ccc(-n2c(COc3ccc(Cl)cc3)nnc2SCc2nc3ccccc3[nH]2)cc1 | 1.5
Clc1ccc([C@H]2OC[C@@]3(CNCc4ccccc4)CS[C@H](c4ccc(Cl)cc4)N23)cc1 | -1.8
O=C(CNc1cc(S(=O)(=O)N2CCCC2)ccc1OCC(F)(F)F)Nc1cc(Cl)cc(Cl)c1 | -1.1
CCC(C)n1c(-c2ccco2)nc2nc3ccccc3nc21 (centres undefined) | -3.1
COc1ccc(-c2noc(C3CCCN(C(=O)NC4CCC(C)CC4)C3)n2)cc1 (centres undefined) | -1.5
COc1ccc(-n2c(SCC(=O)Nc3ccc(Oc4ccccc4)cc3)nnc2-c2ccco2)cc1 | -1.0
COCCCn1c2nc3ccccc3nc2c2c(=O)n(Cc3cccs3)cnc21 | 0.8
Cc1ccc2c(c1)-c1c(cnn1CC(=O)NCCc1ccc(O)cc1)CO2 | 5.3
O=C(NCCN1CCC(Cc2ccccc2)CC1)C1CCCN(S(=O)(=O)c2ccc(Br)s2)C1 (centres undefined) | -2.7
COc1cccc(N2CCN(CC(=O)N(C)Cc3ccc(F)cc3)CC2)c1 | 3.0
O=C(CSc1nc2ccccc2n1Cc1ccccc1)NN=C/C=C/c1ccccc1 | -3.6
Cc1ccc(NC(=O)CSc2nnc(-c3cccnc3)n2Cc2ccco2)cc1C | 1.1
O=C(NCCc1ccccc1)OCc1cn(-c2cccc(Cl)c2)nn1 | 0.2
Cc1cccc(NC(=O)C2CCCN2S(=O)(=O)c2cccc3cccnc23)c1C (centres undefined) | -1.0
N/C(=N\c1nc(C(F)(F)F)cc(=O)[nH]1)Nc1ccc(Cl)cc1 | -2.0
COc1cccc(-c2nnc(SCC(=O)OC(C)C)n2-c2ccc(Cl)cc2)c1 | 0.8
Cc1nc2ccc(S(=O)(=O)NCC(=O)N(C)Cc3ccc(F)cc3)cc2s1 | -2.3
Cc1cc(N2CCN(Cc3ccccc3)CC2)n2nc(C)nc2n1 | 9.4
O=C(Nc1ccc2c(c1)OCO2)NC1CCN(S(=O)(=O)c2ccc(F)cc2)CC1 | -7.8
CC(C)(C)c1ccc(S(=O)(=O)N2CCC(C(=O)NCC3COCCO3)CC2)cc1 (centres undefined) | 0.3
Cc1cccc(CN[C@@H]2CC[C@@]34CCCN3C(=O)CCC[C@H]4C2)c1 | -2.8
Cc1ccc(S(=O)(=O)Nc2ccc3c(c2)C(=O)c2ccccc2-3)cc1 | 4.9
CC(C)OCCCN(C)C1CCN(S(=O)(=O)c2ccc(-c3cc(C(F)(F)F)on3)s2)CC1 | -0.1
CCn1c(COc2ccc(C)cc2)nnc1SCC(=O)c1ccc(-c2ccccc2)cc1 | -0.5
CCN(CC)c1ccc(NC(=O)c2cc3c(C)nn(-c4ccccc4)c3s2)cc1 | 14.4

Carrying on:
molecule | NSD2 HMT inh
CC(C)(C)c1ccc(-c2nnc(SCC3CCCCO3)n2-c2ccc(Cl)cc2)cc1 (centres undefined) | 9.2
Cn1c(=O)c2c(nc(SCC(=O)N3CCc4ccccc43)n2Cc2ccccc2)n(C)c1=O | 9.9
CC(=O)NC(Cc1ccccc1C)C(=O)NC1CCN(c2ncccc2[N+](=O)[O-])CC1 (centres undefined) | -6.1
c1ccc(CN2CCN(c3ncnc4sccc34)CC2)cc1 | -1.2
